M. tuberculosis HTS: M. tuberculosis growth inhibition, HTS (AID 449762). M. tuberculosis H37Rv growth inhibition, 7H9 media; higher % means a stronger effect. one-dose inhibition, % at 25 µM; IC50 in µM for titrated hits. 0.59% of 330,000 active; in the data active means a potency from the dose series; inconclusive means inhibition above about 70% without an active follow-up result;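 further: bacterial growth assessed after seven days of incubation; strong numbers were not always called active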
VEEV TC-83 Vero: inhibitors of VEEV TC-83 cytopathic effect, confirmation, Vero cells (AID 588727). Vero cells, VEEV TC-83 cytopathic effect inhibition; higher % means a stronger effect. one-dose inhibition, % at 20 µM; IC50 in µM for titrated hits. 0.13% of 350,000 active; in the data active means a potency from the dose series; inconclusive means inhibition mostly from about 14% at the one dose, without a potency; inactive means the rest, 99 in 100 with inhibition below about 12%; further: strong numbers were not always called active
tuberculosis growth: growth inhibition of non-replicating M. tuberculosis (AID 488890); 0.39% of 320,000 active; Mycobacterium tuberculosis non-replicating, growth inhibition; higher % means a stronger effect; inhibition, % at 25 µM; hits with a dose series show IC50 in µM; in the data active means a potency from the dose series; inconclusive means inhibition mostly from about 82% at the one dose, without a potency; inactive means the rest, 99 in 100 with inhibition below about 76%;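 further: plate controls were DMSO cells for no effect and high antibiotic wells for full effect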
H1N1 NS1A inhibition: H1N1 influenza NS1A inhibitors, functional cell based assay (AID 504329); NS1A functional cell-based assay, percent inhibition; higher % means a stronger effect; one-dose inhibition, % at 12.5 µM; IC50 in µM for titrated hits; 0.3% of 340,000 active; in the data active means a potency from the dose series; inconclusive means inhibition above about 27% without an active follow-up result; further: strong numbers were not always called active
Salmonella PhoP GFP: Inhibition of PhoP regulon, Salmonella typhi GFP reporter cells, confirmation, 4 h (AID 1850) | Salmonella Typhi PhoP-promoter GFP reporter, fluorescence, 4 h; higher % means a stronger effect | inhibition, % at 50 µM; hits with a dose series show IC50 in µM | 0.33% of 310,000 active; in the data active means a potency from the dose series; inconclusive means inhibition mostly from about 25% at the one dose, without a potency; inactive means the rest, 99 in 100 with inhibition below about 19%;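 further: 0% = induced wells with vehicle and 100% = uninduced wells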
VEEV TC-83 Vero 10K pilot screen: second read-out of VEEV TC-83 Vero, no call of its own (marks repeat the call); inhibition, %; measured here: 10K pilot screen inhibition
Active calls of the source: *; i = inactive; ? = inconclusive; / = no result given. Compounds were not picked by outcome. About 1.6% of those tested had a hit in this group.

SMILES	M. tuberculosis HTS	VEEV TC-83 Vero	tuberculosis growth	H1N1 NS1A inhibition	Salmonella PhoP GFP	others
CCCCCCCC(=O)NNC(=O)c1c(O)c2ccccc2n(CCC)c1=O	8%	i	2%	-6%	5%
COC(=O)C1=C(c2cc3ccccc3o2)C[C@@H]2CC[C@H]1N2C(=O)NCc1cccc2ccccc12	3%	4.6%	11%	6%	-12%
CC(Sc1nnc(C2CC2)n1C1CC1)C(=O)c1ccc(Br)cc1 (stereo unspecified)	/	6.7%	/	13%	/
COc1cccc(N(CC(=O)NC(C)c2ccccc2)S(C)(=O)=O)c1 (stereo unspecified)	-21%	i	-2%	-19%	3%
O=C(Nc1ccccc1)N1CCN(S(=O)(=O)c2ccccc2)CC1	13%	1.0%	2%	2%	-6%
COc1ccc(OC)c(CN2CCC(N3CCC(C(=O)NC4CC4)CC3)CC2)c1	-7%	i	11%	-6%	-7%
COCNc1nc(OCC#N)nc(N(C)C)n1	-17%	2.6%	0%	1%	-3%
COc1ccc(OC)c(NS(=O)(=O)Cc2ccccc2)c1	-14%	/	9%	/	-3%
CCOc1ccc(NC(=O)CCCN2C(=S)NC(C)(C)CC2C)cc1 (stereo unspecified)	-16%	i	-3%	24%	-2%	VEEV TC-83 Vero 10K pilot screen=0.5
Cc1cc(C)c2nc3c(c(C(=O)O)c2c1)CCC3	1%	2.7%	14%	-4%	-9%
C=CC#CC[N+]1(CC#Cc2ccccc2)CCOCC1	/	?	/	-1%	/
CN(C)S(=O)(=O)c1ccc(N2CCCC2)c(C(=O)Nc2ccccc2OC(F)F)c1	-1%	0.4%	25%	1%	12%

Reprinted from the part before: 2 compounds; new compounds follow.
SMILES	M. tuberculosis HTS	VEEV TC-83 Vero	tuberculosis growth	H1N1 NS1A inhibition	Salmonella PhoP GFP	others
C=CC#CC[N+]1(CC#Cc2ccccc2)CCOCC1	/	?	/	-1%	/
CN(C)S(=O)(=O)c1ccc(N2CCCC2)c(C(=O)Nc2ccccc2OC(F)F)c1	-1%	0.4%	25%	1%	12%
COc1cc(CC(=O)N2CCN(S(=O)(=O)c3ccc(C)cc3)CC2)cc(OC)c1OC	-2%	1.8%	8%	-16%	/
Cc1ccc(-n2nnnc2SCC(=O)N(CC(C)C)c2c(N)n(CC(C)C)c(=O)[nH]c2=O)cc1	-2%	1.2%	15%	1%	-8%
CCC1(C)Cc2ccccc2-c2nc3n(c(=O)c21)CCS3 (stereo unspecified)	9%	0.2%	7%	-13%	-6%
CN(Cc1cnn(-c2ccc(F)cc2)c1)Cc1nc(Cc2ccccc2)no1	-8%	2.1%	27%	8%	-18%
CC(C)Oc1cccc(C(=O)NC(=S)Nc2cccnc2)c1	2%	2.9%	65%	1%	-4%
O=C(/C=C/c1ccc(Br)o1)OCc1ccccc1	69%	0.3%	36%	-5%	10%
O=C(OCn1nnc2ccccc2c1=O)C1COc2ccccc2O1 (stereo unspecified)	1%	1.4%	1%	5%	16%
CC(C)(C)c1ccc(/C=N/Nc2nncn2N)cc1	?	i	?	-24%	1%
Cc1cccc(C(=O)NNS(=O)(=O)c2ccc(F)cc2)c1O	6%	i	4%	-15%	-1%
O=C(NCc1ccco1)C1CCCN1C(=O)Nc1ccc(Br)cc1 (stereo unspecified)	/	0.9%	/	-4%	/
COc1ccc(C2N=C(N)N=C(N)N2c2ccccc2)cc1OC (stereo unspecified)	5%	0.0%	8%	-3%	-8%
Cc1ccc(NC(=O)CSc2nnc(Cc3ccccc3)c(=O)[nH]2)c(C)c1	0%	0.6%	30%	-2%	-7%

A draw from above in order of count of non-hydrogen atoms, high to low:
SMILES	M. tuberculosis HTS	VEEV TC-83 Vero	tuberculosis growth	H1N1 NS1A inhibition	Salmonella PhoP GFP	others
COC(=O)C1=C(c2cc3ccccc3o2)C[C@@H]2CC[C@H]1N2C(=O)NCc1cccc2ccccc12	3%	4.6%	11%	6%	-12%
COc1ccc(OC)c(CN2CCC(N3CCC(C(=O)NC4CC4)CC3)CC2)c1	-7%	i	11%	-6%	-7%
COc1cccc(N(CC(=O)NC(C)c2ccccc2)S(C)(=O)=O)c1 (stereo unspecified)	-21%	i	-2%	-19%	3%
CC(Sc1nnc(C2CC2)n1C1CC1)C(=O)c1ccc(Br)cc1 (stereo unspecified)	/	6.7%	/	13%	/
C=CC#CC[N+]1(CC#Cc2ccccc2)CCOCC1	/	?	/	-1%	/

Additional structures
SMILES	M. tuberculosis HTS	VEEV TC-83 Vero	tuberculosis growth	H1N1 NS1A inhibition	Salmonella PhoP GFP	others
COC(=O)C1=C(c2ccc(F)cc2F)C[C@@H]2CC[C@H]1N2C(=O)NCCOc1ccc(OC)cc1	2%	i	22%	2%	/
CC1=C(C(=O)Nc2cccnc2)C(c2ccc3c(c2)OCO3)C2=C(CCCC2=O)N1 (stereo unspecified)	-6%	0.3%	-13%	4%	-2%
c1ccc(C2CNCc3c2ccc2ccccc32)cc1 (stereo unspecified)	2%	i	18%	0%	-7%	VEEV TC-83 Vero 10K pilot screen=1.7
O=C(NC(C(=O)N/N=C/c1ccccn1)c1n[nH]c(=O)c2ccccc12)c1ccccc1 (stereo unspecified)	1%	0.9%	15%	-35%	3%
CCCCc1nnc(NC(=O)c2nc3nccc(C)n3n2)s1	-3%	1.5%	-11%	-7%	10%
O=C(Nc1nc(-c2ccccc2)cs1)c1ccc2c(=O)n3c(nc2c1)CCCCC3	8%	9.6%	55%	0%	-1%
O=C(Cc1ccc(Cl)cc1)Nc1ccccc1C(=O)N1CCCC1	-5%	i	-17%	3%	-5%
O=C(Nc1ccccc1F)c1c[nH]c(=O)[nH]c1=O	1%	i	12%	-6%	7%
CCC(Sc1ccc(C(=O)O)cc1)C(=O)O (stereo unspecified)	-2%	2.7%	-4%	-22%	2%
CO/N=C\CC(=O)Nc1ccc(Oc2ccccc2)cc1	92%	3.0%	44%	-8%	4%
O=C(Cc1csc(-c2ccc(F)cc2)n1)Nc1cccc(S(=O)(=O)NC2=NCCC2)c1	1%	8.4%	14%	-1%	/
O/N=C/c1cn(-c2ccccc2)nc1-c1cccnc1	-7%	1.4%	2%	8%	-2%
CC(C)CCNC(=O)C1CCC(CNS(=O)(=O)c2ccc(Cl)cc2)CC1 (stereo unspecified)	13%	1.0%	53%	-4%	-6%
C=CCNC(=O)c1ccc2c3n(nc2c1)-c1ccc(Cl)cc1CO3	18%	3.4%	15%	3%	-38%	VEEV TC-83 Vero 10K pilot screen=3.7
CCCCC(=O)NS(=O)(=O)c1ccc(N=NN2CCOCC2)cc1	6%	0.6%	-14%	-4%	-30%
COc1cc(C(=O)NC(C)C2CC3CCC2C3)cc(OC)c1OC (stereo unspecified)	-2%	1.0%	1%	-14%	0%
CC(C)CN(C(=O)CCC(=O)OCC(=O)c1ccc(F)c(F)c1)c1c(N)n(CC(C)C)c(=O)[nH]c1=O	-23%	2.4%	4%	-10%	-8%
Cc1ccc(CSc2nnc(SCC(=O)N/N=C/c3c[nH]c4ccccc34)s2)cc1	/	?	/	2%	/
CC(=O)Nc1ccc(SC(C)C(=O)NC(N)=O)cc1 (stereo unspecified)	-6%	1.7%	-2%	-1%	-7%
CC(C)(C)C(=O)C[n+]1ccc(C(N)=O)cc1	0%	i	-7%	-9%	-8%
Cc1cccc(C(=O)Nc2cccc(C(=O)N/N=C/c3ccccn3)c2)c1	0%	i	56%	-15%	6%
Cc1ccc(NC(=O)C(C)Sc2nnc3ccccn23)cc1 (stereo unspecified)	8%	0.1%	-1%	-4%	/
Cc1nc(N)nc(N)c1-c1ccc([N+](=O)[O-])cc1	/	i	/	2%	/
CC1(C)C(=O)C2(CCCCC2)C(=O)OC1c1cccc([N+](=O)[O-])c1 (stereo unspecified)	4%	0.8%	-2%	8%	-7%
Cc1ccc(C)c(C(=O)CCC(=O)OCn2nnc3ccccc3c2=O)c1	-1%	1.8%	69%	3%	/
CCOc1cc(C(=O)Nc2cccc(C(C)=O)c2)ccc1OCC(=O)N1CCCCC1	2%	2.5%	12%	7%	9%
COCCNC(=S)Nc1ccc(S(=O)(=O)Nc2ncccn2)cc1	4%	0.0%	-7%	-12%	-6%
COc1ccc(S(=O)(=O)N2CCCCCC2)cc1C(=O)N(C)Cc1ccc(C(C)(C)C)cc1	13%	3.0%	6%	-21%	-6%
CCc1ccccc1NC(=O)CN(C)S(=O)(=O)c1ccc2c(c1)c(=O)n(C)c(=O)n2C	-5%	1.7%	-10%	0%	/
CC(=O)Nc1ccc(NC(=O)c2nc(S(=O)(=O)Cc3cccc(C)c3)ncc2Cl)cc1	-1%	9.7%	64%	-4%	0%
CCOC(=O)Cn1cnc2c(nnn2-c2cccc(Cl)c2)c1=O	-2%	0.6%	-4%	-27%	4%
CC(=O)O[C@H]1[C@H](O)[C@H](Oc2c(O)c(C)c3c4c2[C@@H](C)CC[C@@H]4[C@@H](C)C[C@H]3C=C(C)C)O[C@@H](C)[C@H]1O	1%	i	11%	4%	/
CCC1(c2ccccc2)NC(=O)N(CC(=O)NCc2ccccc2OC)C1=O (stereo unspecified)	-5%	i	8%	-5%	1%
CC(C)(c1ccccc1)c1ccc(OCC2CO2)cc1 (stereo unspecified)	3%	1.0%	48%	3%	-7%
O=[N+]([O-])c1ccc(Cl)c(NC(=S)N2CCCC2)c1	1%	i	-1%	6%	-12%
COc1cc(OC)cc(C(=O)NCC(=O)Nc2ccc(OC)c(Cl)c2)c1	0%	0.1%	-1%	20%	-4%
CCOc1ccc(Cn2ccnc2CCl)cc1[N+](=O)[O-]	-5%	2.6%	13%	6%	9%
CC1CC(C)(C)NC(=S)N1CC(=O)NCc1ccc2c(c1)OCO2 (stereo unspecified)	11%	0.4%	14%	0%	-5%
O=C1NC(c2ccccc2)C(C(=O)c2cccs2)=C1O (stereo unspecified)	3%	1.8%	-6%	-4%	0%
COc1ccccc1NC(=S)N(Cc1ccco1)Cc1cc2cccc(C)c2[nH]c1=O	/	6.1%	12%	6%	-3%
CCOc1cc(CNCC2CCCO2)cc(Br)c1OCC(N)=O (stereo unspecified)	-9%	1.2%	7%	9%	-5%
CCN(c1ccccc1)S(=O)(=O)c1ccc(Cl)c(NC(=O)COC(=O)c2ccc(O)cc2)c1	1%	2.5%	-5%	-5%	-4%
C=C[C@](C)(CC[C@@]1(C)C(C)CC(OC2OC(C)C(OC3OC(COC(C)=O)C(O)C(O)C3O)C(O)C2O)[C@@]2(C)C(C)=CCCC12)OC1OC(C)C(O[C@@H]2O[C@@H](C)C(O)C(O)[C@H]2O)C(O)C1O (stereo partly specified)	3%	0.9%	-2%	-14%	/
Cc1ccc(C(=O)Nc2onc(C)c2C#N)cc1	4%	i	16%	1%	-2%
c1ccc(CSc2ccc(-c3cccnc3)nn2)nc1	8%	0.6%	-1%	-10%	8%
C[C@H]1CCC[C@]2(O[C@@H](CCO)C[C@@H](O)[C@@H]2O)O1	2%	i	-3%	5%	-14%
O=S(=O)(NC(=S)Nc1ccccc1)c1ccc(F)cc1	-10%	3.4%	-2%	-3%	-2%
COc1ccccc1N1CCN(C2CCCN(Cc3ccccc3OCCO)C2)CC1 (stereo unspecified)	-1%	i	2%	-15%	-3%
O=C(CN(C(=O)c1csnn1)c1cccc2ccccc12)NCc1ccccc1	1%	i	0%	8%	-3%
Cc1ccc2c(c1)C(c1ccccc1)CC(=O)O2 (stereo unspecified)	-3%	0.0%	-12%	-1%	3%
CC(C)(C)OC(=O)NNc1c2ccccc2nc2ccccc12	23µM*	?	4.1µM*	3%	-6%
CSC1=NS(=O)(=O)c2c(C)nn(C)c2S1	-13%	i	-2%	-20%	15%
Cc1ccc(S(=O)(=O)N2CCN(C(=O)c3ccnn3C)CC2)cc1C	-5%	0.6%	-10%	26%	-7%
Cc1ccc(C)c(Cn2c(=O)n(CCCC(=O)NCc3ccco3)c(=O)c3ccccc32)c1	8%	7.3%	-3%	-11%	-12%
O=C(/C=C/c1ccc2ccccc2n1)N1CCN(S(=O)(=O)c2ccc(F)cc2)CC1	-8%	i	32%	2%	4%
COc1cc(C(=O)NC2CCN(CC(=O)Nc3cccc(C)c3C)CC2)cc(OC)c1OC	-5%	i	-4%	-24%	-1%
COc1ccc2nc(NC(=O)c3cc(S(=O)(=O)N4CCOCC4)ccc3C)sc2c1	0%	8.4%	38%	3%	2%
O=C(NC(=S)Nc1ccccc1N1CCOCC1)c1ccco1	-3%	6.9%	4%	-2%	-4%
CC1(C)CC(=O)C(C=NCCc2ccccn2)=C(O)C1	-1%	0.8%	7%	2%	-2%
CC1=C(C(=O)Nc2ccccn2)C(c2cn(C)nc2C)C2=C(CCCC2=O)N1 (stereo unspecified)	1%	0.5%	-4%	-5%	-6%

From PubChem BioAssay
